# TDP-43 yeast inh: inhibitors of TDP-43 toxicity in yeast | AID 652104 | TDP-43 expressing yeast growth rescue, BacTiter-Glo, 24 h | hit rate 1.8% among 410,000 | Potency, µM (highest dose often 46.1 µM), inactives show at the highest dose growth rescue (activation), most hits filed as activators; also: % of control where 0% means no effect; nearly all actives have a fitted effect of over 50% in size
#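 Readout is BacTiter-Glo luminescence of cell growth, so inhibitors register as activators. TDP-43-expressing yeast at OD600=0.02 in galactose medium, after raffinose pregrowth to mid-log, were incubated with compound for 24 hr at 30 deg C.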
# EPAC1 ag: activates human EPAC1 exchange factor | Potency, µM (series often up to 154 µM), without a hit: top-dose activation, most hits filed as activators | AID 720707 | EPAC1 agonist qHTS, biochemical assay; response scale: 100% = response to 6.5 mM cAMP | hit rate 0.073% among 360,000; also: nearly all actives have a fitted effect of over 60% in size
#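 Normalized to 6.5 mM cAMP, activity reflects EPAC1-catalysed release of BODIPY-GDP from Rap1B, followed kinetically over 30 min at 480 nm excitation, 540 nm emission. Reaction contained 100 nM EPAC1, 250 nM Rap1B-BODIPY-GDP, 50 uM GDP.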
# FUS yeast rescue: FUS proteinopathy suppression in yeast | hit rate 0.24% among 390,000 | S. cerevisiae FUS-expressing, growth rescue, OD600, 24 h | AID 1347120 | Potency, µM (titrated, usually from 76.6 µM), inactives show at the highest dose growth rescue (activation), hits mostly activators;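 also: plate controls were DMSO vehicle for no effect and reference control for full effect; nearly all actives have a fitted effect of over 55% in size; some results filed as inactive show a strong effect at the top dose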
#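 Toxicity suppression screen in FUS-yeast. Cells induced with 2% galactose, starting OD 0.005, treated 24hr at 30C with compounds at multiple final concentrations; growth by OD600.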
# aSyn rescue: inhibitors of alpha-synuclein toxicity in yeast | Potency, µM (doses to about 46.1 µM), for the others: at the top dose growth rescue (activation), actives largely listed as activators | hit rate 0.14% among 370,000 | AID 652106 | Yeast expressing alpha-synuclein, growth rescue, BacTiter-Glo, 24 h; also: % of control where 0% means no effect; nearly all actives have a fitted effect of over 65% in size
#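 Rescue of yeast growth: cells expressing toxic alpha-synuclein, induced in galactose at OD600 0.02, incubated with compound 24 h at 30 C. ATP luminescence quantified growth; inhibitors of toxicity appear as activators.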
# EPAC2 agonist: EPAC2 (human) agonism. AID 720711. Q8WZA2. Potency, µM (titrated, usually from 154 µM), for inactives: at the top dose activation, actives largely listed as activators. EPAC2 activation, biochemical qHTS; response scale: 100% = 6.5 mM cAMP response. hit rate 0.079% among 360,000; also: nearly all actives have a fitted effect of over 50% in size
# Target sequence (Q8WZA2 whole entry, looked up): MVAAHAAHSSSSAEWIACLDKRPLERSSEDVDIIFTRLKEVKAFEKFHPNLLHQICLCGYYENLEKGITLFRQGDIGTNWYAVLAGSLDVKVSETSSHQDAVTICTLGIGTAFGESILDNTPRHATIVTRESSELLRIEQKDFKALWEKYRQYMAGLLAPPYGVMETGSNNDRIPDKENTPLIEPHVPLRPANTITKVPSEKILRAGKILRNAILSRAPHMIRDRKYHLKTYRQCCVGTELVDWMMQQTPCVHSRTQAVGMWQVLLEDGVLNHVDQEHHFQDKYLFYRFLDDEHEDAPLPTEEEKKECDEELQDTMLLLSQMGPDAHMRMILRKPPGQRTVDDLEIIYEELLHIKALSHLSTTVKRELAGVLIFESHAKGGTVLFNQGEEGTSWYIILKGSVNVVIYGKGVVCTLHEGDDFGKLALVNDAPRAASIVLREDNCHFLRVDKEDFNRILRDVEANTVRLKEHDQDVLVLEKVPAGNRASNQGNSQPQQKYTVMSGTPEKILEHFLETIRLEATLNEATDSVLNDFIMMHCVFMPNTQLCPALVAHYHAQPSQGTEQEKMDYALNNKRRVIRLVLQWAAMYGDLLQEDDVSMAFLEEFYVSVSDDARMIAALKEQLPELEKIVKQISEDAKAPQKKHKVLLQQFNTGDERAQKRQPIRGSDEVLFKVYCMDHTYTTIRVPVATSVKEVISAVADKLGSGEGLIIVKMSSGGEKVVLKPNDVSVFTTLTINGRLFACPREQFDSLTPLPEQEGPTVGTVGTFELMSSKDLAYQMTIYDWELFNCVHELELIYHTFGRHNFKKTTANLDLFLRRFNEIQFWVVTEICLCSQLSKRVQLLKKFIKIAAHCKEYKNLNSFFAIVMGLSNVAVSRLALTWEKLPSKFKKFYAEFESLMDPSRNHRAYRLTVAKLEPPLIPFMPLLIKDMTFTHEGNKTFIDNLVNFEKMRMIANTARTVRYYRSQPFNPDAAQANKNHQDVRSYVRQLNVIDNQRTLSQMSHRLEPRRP
#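 Compounds were titrated in qHTS against a Rap1B-BODIPY-GDP (250 nM) complex with EPAC2 (100 nM) and GDP (50 uM). BODIPY-GDP release tracked at 480/540 nm over 30 min at room temperature, normalized to 6.5 mM cAMP.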
# EPAC1 antagonist: EPAC1 (human) antagonism; O95398; hit rate 0.14% among 360,000; Potency, µM (highest dose often 115 µM), for the others: top-dose activity change, negative = inhibition, hits mostly inhibitors; EPAC1 GEF assay, Rap1b-BODIPY-GDP exchange fluorescence;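 also: plate controls were vehicle for no effect and positive control for full effect; nearly all actives have a fitted effect of over 50% in size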
# EPAC2 antag: blocks human EPAC2 exchange factor; EPAC2 GEF exchange of Rap1B-BODIPY-GDP, fluorescence; Q8WZA2; hit rate 0.18% among 360,000; Potency, µM (titrated, usually from 114 µM), for the others: top-dose activity, negative = inhibition, usual class: inhibitors; also: % is scaled to controls: 0 for no effect and ±100 for the full control effect; nearly all actives have a fitted effect of over 45% in size; many of its hits are not listed in these tables
# PTHR1 agonist: activates the human parathyroid hormone receptor PTHR1; Q03431; HEK293 GP2 PTHR1 cells, GloSensor cAMP luminescence, 1 h; Potency, µM (top dose mostly 115 µM), for inactives: at the highest dose activation, hits mostly activators; hit rate 0.075% among 410,000; AID 743266; also: nearly all actives have a fitted effect of over 55% in size; some results filed as inactive show a strong effect at the top dose; inactives centre near -15; many of its hits are not listed in these tables
#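 HEK-293-derived GP2 cells expressing PTHR1 and a GloSensor cAMP reporter, 3,000/well, plated overnight, given luciferin plus IBMX (each 0.5 mM as added) for 1 h at 37 °C, then compound for 1 h at 37 °C. Luminescence was read after 15 min at room temperature.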
# * marks the source's active call; other numbers are inactive results; i = inactive; ? = inconclusive; . = not tested or not shown; & = joins results of further samples; [ ] = another dose, or the depositor's remark. Calls follow the shape of the dose curve; as a rule, active = well fitted curve in the direction sought with a large enough effect; inconclusive = small, poorly fitted or top-dose-only effect, or another doubt; inactive = no such curve, though single readings can be large; an effect the other way counts as inactive or inconclusive. Potency is read from the fitted curve at half-maximal effect.
# Each structure is followed by: TDP-43 yeast inh | EPAC1 ag | FUS yeast rescue | aSyn rescue | EPAC2 agonist | EPAC1 antagonist | EPAC2 antag | PTHR1 agonist
- CNCC(C)c1ccccc1 (configuration not stated)
 : -15% | -3% | 5% | -2% | 6% | 12% | 11% | i
- Cc1nonc1OCCNCCNc1ccc([N+](=O)[O-])c2cccnc12
 : -2%[0.397 µM] | -3% | 14% | 1% | 6% | -14% | 2% | i
- CSCc1nnc2n1-c1ccc(Cl)cc1C(c1ccccc1)=NC2
 : 7% | -1% | . | 2% | -5% | -13% | -4% | i
- CC(=O)OCC[N+](C)(C)C
 : 10%&-18% | -20%&-11%&4% | ? | 6%&-5%&5% | -3%&-2%&4% | 3%&8%&-3% | -8%&0%&-9% | -2%&11%&-20%
- CCOP(=O)(OCC)C(NC(=O)NC)C(N)=O (configuration not stated)
 : -7% | -5% | -8% | 2% | 1% | 8% | 6% | i
- O=C(Nc1ccc(C(F)(F)F)cc1)c1cccn(Cc2ccc3c(c2)OC(F)(F)O3)c1=O
 : 1% | -2% | -8% | 1% | 7% | 1% | -16%[57.1 µM] | -80%[inhibitor][57.5 µM]
- CCNc1ccc(P(=S)(N(C)C)N(C)C)cc1
 : -9% | 1% | 6% | 13% | 5% | 7% | 8% | i
- O=c1[nH]c(=S)n(C2CC2)c(O)c1/C=N/N1CCOCC1
 : -5% | -3% | . | -3% | -1% | -1% | -3% | i
- CC(N)C(=O)c1ccco1 (configuration not stated)
 : 20% | -9% | -31% | 2% | -8% | 3% | 4% | i
- O=[N+]([O-])c1cccc(C2N3CCCN23)c1 (configuration not stated)
 : 5% | -1% | -19% | 7% | 8% | 5% | 4%[57.1 µM] | i
- Cc1cc(=O)oc2cc(Oc3ccc([N+](=O)[O-])cc3C(F)(F)F)ccc12
 : 27% | 7% | 27% | 2% | 2% | -2% | -22% | -76%[inhibitor]
- COc1ccc(-c2ccc3c(c2)CNCc2cnnn2-3)cc1
 : 14% | 1% | -29% | 0% | 4% | -4% | 1% | -13%
- CC(C)CC(=O)NC(Oc1ccc(Cl)cc1)C(Cl)(Cl)Cl (configuration not stated)
 : 25% | 10% | -16% | -21% | 1% | 2% | 5% | -11%[57.5 µM]
- CCN(CC)C(=O)c1ccc(NC(=O)c2cn(-c3ccccc3)nc2-c2ccc(OC)cc2)cc1
 : 20% | 7% | . | 15% | 6% | -11% | 0% | i
- CCc1ccc(OCC(=O)N2CCN(CC(=O)Nc3ccccc3Cl)CC2)cc1
 : 18% | -8% | . | 2% | -3% | -8% | 1% | -19%
- C=CCn1c(O)c(C(CC)=NCCN2CCN(C(=S)NC)CC2)c(=O)[nH]c1=O
 : -24% | 1% | 5% | -3% | 3% | 15% | -1% | i
- CC(/C=C(\C)Nc1ccccc1)=Nc1ccccc1
 : -3% | 5% | -7% | -2% | -6% | -12% | 2% | -9%
- CCC12C=CCN3CCC4(c5cc(Br)c(OC)cc5N(C)C4C(O)(C(=O)OC)C1OC(C)=O)C32 (configuration not stated)
 : -7% | -6% | 9% | -4% | -8% | -13% | -12% | -1%[57.5 µM]
- CNC(=O)Nc1ccc(C(=O)N/N=C\C23CC[C@@H](O)CC2(O)CC[C@@H]2[C@@H]3CCC3(C)C(C4=CC(=O)OC4)CCC23O)cc1 (some centres not stated)
 : -19% | -7% | ? | 5% | 2% | -9% | 15% | -11%
- NC(=O)C1(N2CCCCC2)CCN(Cc2ccccc2)CC1
 : -19% | -4% | -4% | -10% | 3% | 17% | 15% | 24%[57.5 µM]

# New compounds follow.
# Letters: A = TDP-43 yeast inh; B = EPAC1 ag; C = FUS yeast rescue; D = aSyn rescue; E = EPAC2 agonist; F = EPAC1 antagonist; G = EPAC2 antag; H = PTHR1 agonist
> O=CC(Cl)P(=O)(N1CCCCC1)N1CCCCC1 (configuration not stated)
  A: -19%	B: -3%	C: -5%	D: 3%	E: -1%	F: -5%	G: 11%	H: -4%

> Cc1nc2ccccc2c(=O)n1-c1cccc(C(F)(F)F)c1
  A: 10%	B: 5%	C: -5%	D: -14%	E: -7%	F: -5%	G: -1%	H: i

> O=C(c1ccccc1F)c1cn(Cc2ccccc2)c2ccccc12
  A: 21%	B: 4%	C: 17%	D: -7%	E: 8%	F: -4%	G: 4%	H: -7%[57.5 µM]

> CCc1cc(-c2nnn(CCC3COCCO3)c2CC)cc(CC)c1-c1cn(Cc2ccc3ccccc3c2)nn1 (configuration not stated)
  A: 17%	B: -12%	C: 33%	D: 0%	E: 7%	F: 3%	G: 7%	H: -64%[inhibitor]

> COc1ccc(-n2nnnc2C(c2ccccc2)N2CCC3(CC2)C(=O)NCN3c2ccccc2)cc1 (configuration not stated)
  A: 22%	B: 9%	C: ?	D: 5%	E: 5%	F: -2%	G: -1%	H: -13%

> C/C=C1\NC(=O)[C@@H](NC(=O)[C@H](CCc2ccc(O)cc2)NC(=O)[C@H](C)NC(=O)[C@H](O)CO)[C@@H](C)OC(=O)[C@H](C(C)C)NC(=O)[C@H](Cc2ccc(O)cc2)N(C)C(=O)[C@H](Cc2ccccc2)N2C(=O)C(CC[C@H]2O)NC1=O (some centres not stated)
  A: 8%	B: -3%	C: 6%	D: 2%	E: 6%	F: 13%	G: 10%	H: i

> COC(=O)c1ccc(NC(=O)NC(=O)Oc2ccccc2)cc1
  A: 7%	B: 6%	C: -1%	D: -6%[1.84 µM]	E: 10%	F: 6%	G: 13%	H: i

> CCCCN1C(=O)/C(=C\c2ccco2)C(=O)N(CCc2ccccc2)C1=O
  A: -13%	B: 0%	C: ?	D: 1%	E: 7%	F: 25µM*	G: -1%	H: i

> CN1CCN(CCOC2c3ccccc3CSc3ccc(Cl)cc32)CC1 (configuration not stated)
  A: -18%	B: 6%	C: 21%	D: 7%	E: -3%	F: -5%	G: -2%	H: i

> CC1CCN2c3nc4ccccn4c(=O)c3CC3(C(=O)N(C)C(=O)N(C)C3=O)C2C1 (configuration not stated)
  A: -23%	B: 3%	C: 19%	D: 1%	E: 3%	F: 8%	G: 12%	H: i

> CN(C)/C=C/C(=O)C(Cl)(Cl)Cl
  A: -8%	B: 6%	C: -13%	D: 0%	E: 7%	F: 15%	G: 14%	H: -8%

> CCOC(=O)[C@]12Cc3cc(Cl)ccc3[C@H]1N(C(C)C)C(=O)c1ccccc12
  A: ?	B: -7%	C: 34%	D: -66%[inhibitor]	E: 9%	F: -5%	G: 17µM*	H: -96%[inhibitor]

> Cc1ccc(NS(=O)(=O)c2ccc(OCC(=O)N3CCN(C)CC3)cc2)cc1
  A: 25%	B: 5%	C: .	D: 2%	E: 16%	F: 4%	G: -2%	H: -20%

> CCOC(=O)[C@]12Cc3cc(OC)ccc3[C@H]1N(Cc1ccccc1)C(=O)c1cc(F)c(F)cc12
  A: -5%	B: -10%	C: 23%	D: -23%	E: 6%	F: -8%	G: ?	H: -23%

> Clc1ccc2c(c1)C(c1ccccc1Cl)=NCc1nncn1-2
  A: -22%	B: 9%	C: -11%	D: 10%	E: -2%	F: -16%	G: -20%	H: -16%[57.5 µM]

> Clc1ccc(CSC(Cn2ccnc2)c2ccc(Cl)cc2Cl)cc1 (configuration not stated)
  A: -24%	B: -5%	C: -3%	D: -21%	E: 19%	F: -6%	G: ?	H: -6%

> CCOC(=O)C1(c2ccccc2)CCN(CCC(C#N)(c2ccccc2)c2ccccc2)CC1
  A: 0%	B: 9%	C: 7%	D: 4%	E: 14%	F: -7%	G: 1%	H: i

> CCOC(=O)CNC(=O)N1Cc2cc(-c3ccccc3)ccc2-n2nncc2C1
  A: 0%	B: -14%	C: 16%	D: -4%	E: 2%	F: 0%	G: -7%	H: -19%

> Cc1ccc(N2C(=O)NC(=O)/C(=C/c3cnc(-c4ccccc4)nc3)C2=O)cc1C
  A: 21%	B: 13%	C: 15%	D: 5%	E: 3%	F: 42%[activator]	G: 0%	H: -10%

> Cc1ccc(S(=O)(=O)Nc2cc(C(=O)N3CCC4(CC3)OCCO4)ccc2N2CCCCC2)cc1
  A: -7%	B: 10%	C: 29%	D: 4%	E: 13%	F: -12%	G: -6%	H: -24%[57.5 µM]

> COc1ccc(CN2CC=C(c3ccc(F)cc3)CC2)cc1Br
  A: 0%[1.82 µM]	B: -8%	C: 17%	D: -21%	E: -13%	F: -8%	G: 5%	H: -21%

> Cc1ccc(S(=O)(=O)N2CCC(C(=O)N3CCC4(CC3)OCCO4)CC2)cc1
  A: -15%	B: 5%	C: 17%	D: 6%	E: 9%	F: -1%	G: -3%	H: 16%[57.5 µM]

> Brc1ccccc1Cn1c(-c2cncs2)nc2ccccc21
  A: 26%	B: 1%	C: -9%	D: -9%	E: 19%	F: ?	G: ?	H: -22%

# Shown with each value named: part of the list above
O=C(Nc1ccc(C(F)(F)F)cc1)c1cccn(Cc2ccc3c(c2)OC(F)(F)O3)c1=O
- TDP-43 yeast inh = 1%
- EPAC1 ag = -2%
- FUS yeast rescue = -8%
- aSyn rescue = 1%
- EPAC2 agonist = 7%
- EPAC1 antagonist = 1%
- EPAC2 antag = -16%[57.1 µM]
- PTHR1 agonist = -80%[inhibitor][57.5 µM]
CCNc1ccc(P(=S)(N(C)C)N(C)C)cc1
- TDP-43 yeast inh = -9%
- EPAC1 ag = 1%
- FUS yeast rescue = 6%
- aSyn rescue = 13%
- EPAC2 agonist = 5%
- EPAC1 antagonist = 7%
- EPAC2 antag = 8%
- PTHR1 agonist = i
O=c1[nH]c(=S)n(C2CC2)c(O)c1/C=N/N1CCOCC1
- TDP-43 yeast inh = -5%
- EPAC1 ag = -3%
- FUS yeast rescue = .
- aSyn rescue = -3%
- EPAC2 agonist = -1%
- EPAC1 antagonist = -1%
- EPAC2 antag = -3%
- PTHR1 agonist = i
CC(N)C(=O)c1ccco1 (configuration not stated)
- TDP-43 yeast inh = 20%
- EPAC1 ag = -9%
- FUS yeast rescue = -31%
- aSyn rescue = 2%
- EPAC2 agonist = -8%
- EPAC1 antagonist = 3%
- EPAC2 antag = 4%
- PTHR1 agonist = i

# A portion of the library (hit frequency here may not be typical).
